# Assay outcomes (PubChem)
# rTrxR1 inhibitor: qHTS Assay for Inhibitors of Mammalian Selenoprotein Thioredoxin Reductase 1 (TrxR1): qHTS; recombinant rTrxR1, NADPH fluorescence consumption, selenite substrate; Potency, µM (series often up to 114 µM), for inactives: at the top dose activity change, negative = inhibition, usual class: inhibitors; 390,000 compounds, 1% hits; note: potency is the fitted concentration of half-maximal effect; % is set by controls: 0 for no effect and ±100 for the full control effect; nearly all actives have a fitted effect of over 65% in size
# Target sequence (O89049 whole entry, looked up): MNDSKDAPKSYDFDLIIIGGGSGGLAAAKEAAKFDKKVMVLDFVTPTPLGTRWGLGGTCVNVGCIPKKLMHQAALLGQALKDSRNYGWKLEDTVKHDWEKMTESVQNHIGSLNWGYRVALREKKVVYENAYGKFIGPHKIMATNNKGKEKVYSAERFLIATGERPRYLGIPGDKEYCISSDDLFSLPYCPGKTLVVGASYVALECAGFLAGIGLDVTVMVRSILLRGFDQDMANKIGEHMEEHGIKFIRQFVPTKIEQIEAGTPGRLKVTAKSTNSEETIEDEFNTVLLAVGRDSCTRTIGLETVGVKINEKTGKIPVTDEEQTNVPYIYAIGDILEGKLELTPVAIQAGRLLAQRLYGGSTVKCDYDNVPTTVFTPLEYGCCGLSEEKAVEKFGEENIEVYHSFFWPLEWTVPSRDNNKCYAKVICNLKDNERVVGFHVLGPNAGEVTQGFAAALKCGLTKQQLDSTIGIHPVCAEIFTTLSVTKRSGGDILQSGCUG
#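 Rat TrxR1 (90 nM in the dispensed reagent) was pre-reduced with 400 uM NADPH for 5 min at room temperature, then incubated with compound for 15 min. After 400 uM selenite was added, NADPH fluorescence (Ex 340/Em 450 nm) was followed for 8 min.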
# D2 antagonist: HTS Assay for Allosteric Antagonists of the Human D2 Dopamine Receptor: Primary Screen for Antagonists. D(2) dopamine receptor (Homo sapiens), P14416. HEK293 TREx D2 cells, calcium flux, dopamine EC80. inhibition, % at 10 µM. 340,000 compounds, 2% hits; in the data active = inhibition above about 30%; note: 0% is about no effect
#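 Measurement of antagonist activity uses fluorescent calcium dye in inducible HEK293 T-REx D2 cells: 10 s baseline, compound addition with 180 s read, EC80 dopamine addition with a further 180 s read.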
# USP1 inh: Inhibitors of USP1/UAF1: Primary Screen; Ubiquitin carboxyl-terminal hydrolase 1 (Homo sapiens), O94782; recombinant USP1/UAF1, Ub-Rhodamine cleavage fluorescence; Potency, µM (titrated, usually from 57.1 µM), for inactives: top-dose activity change, negative = inhibition, most hits filed as inhibitors; 390,000 compounds, 0.23% hits; note: potency is the fitted concentration of half-maximal effect; % is set by controls: 0 for no effect and ±100 for the full control effect; nearly all actives have a fitted effect of over 60% in size; inactives centre near -12
#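 USP1/UAF1 complex at 1 nM was preincubated with compound for 15 min at room temperature, then Ub-Rho substrate (150nM final) was added. Fluorescence (480/540 nm) was read kinetically, 6 reads every 60 seconds.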
# TRHR enhancer: qHTS for Small Molecule Agonists and Allosteric Enhancers of Human TRH Receptor: Primary Screen for Enhancers. Thyrotropin-releasing hormone receptor (Homo sapiens), P34981. TRHR cells, fluo-8 calcium fluorescence, EC20 TRH enhancement. enhancement, % at 2 µM. 360,000 compounds, 0.66% hits; in the data active = enhancement above about 30%; note: 0% is about no effect
# Target sequence (P34981 whole entry, looked up): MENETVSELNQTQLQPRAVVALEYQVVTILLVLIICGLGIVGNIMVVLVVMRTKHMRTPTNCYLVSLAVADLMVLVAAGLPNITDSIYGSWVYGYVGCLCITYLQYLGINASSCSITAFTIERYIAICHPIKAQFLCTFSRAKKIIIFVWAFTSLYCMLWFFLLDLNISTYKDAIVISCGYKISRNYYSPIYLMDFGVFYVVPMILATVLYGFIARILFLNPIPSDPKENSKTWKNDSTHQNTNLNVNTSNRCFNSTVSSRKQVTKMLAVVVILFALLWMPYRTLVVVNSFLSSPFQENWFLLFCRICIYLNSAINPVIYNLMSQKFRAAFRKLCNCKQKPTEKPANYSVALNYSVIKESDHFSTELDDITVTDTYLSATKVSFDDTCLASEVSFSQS
#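 Enhancer read-out: after compound pinning and an initial kinetic agonist-mode read, an EC20 of TRH (10 nM final) was injected and fluo-8 calcium signal (Ex 480/Em 530) followed at 1 s/cycle for 100 cycles in TRHR-expressing cells.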
# mIDH1 inhibitor: qHTS for Inhibitors of mutant isocitrate dehydrogenase 1 (IDH1): qHTS | Isocitrate dehydrogenase [NADP] cytoplasmic (Homo sapiens), O75874 | IDH1-R132H enzyme, NADPH consumption, diaphorase/resazurin fluorescence | Potency, µM (titrated, usually from 76.6 µM), without a hit: at the top dose activity change, negative = inhibition, usual class: inhibitors | 390,000 compounds, 0.093% hits | AID 602179, 2012; note: potency is the fitted concentration of half-maximal effect; % is set by controls: 0 for no effect and ±100 for the full control effect; nearly all actives have a fitted effect of over 65% in size
#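 IDH1-R132H (0.5 ug/mL) preincubated 30 min with compound, then NADPH (0.016 mM) and alpha-KG (2 mM) added; 80 min at RT, pH 7.5. Remaining NADPH coupled via diaphorase/resazurin to fluorescence (540/590 nm); concentration-response curves normalized to no-enzyme control.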
# TrxR1 substrate: qHTS Assay for Substrates of Mammalian Selenoprotein Thioredoxin Reductase 1 (TrxR1): qHTS; Thioredoxin reductase 1, cytoplasmic (Rattus norvegicus), O89049; purified TrxR1 substrate turnover, NADPH consumption readout; Potency, µM (highest dose often 114 µM), without a hit: at the highest dose activity change, negative = substrate turnover; 390,000 compounds, 0.01% hits; AID 588456, 2011; note: potency is the fitted concentration of half-maximal effect; % is set by controls: 0 for no effect and ±100 for the full control effect; nearly all actives have a fitted effect of over 50% in size
#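 Rat TrxR1, dispensed at 90 nM, was prereduced with 400 uM NADPH (final) for 5 min at ~22 deg C, then incubated with compound 15 min before 400 uM selenite. A first-read NADPH fluorescence drop versus no-compound background flagged substrates.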
# Pin1 inhibitor: qHTS Assay to Find Inhibitors of Pin1; Potency, µM (top dose mostly 115 µM), for the others: at the top dose activity, negative = inhibition, most hits filed as inhibitors; AID 504891, 2011; Pin1 FP peptide displacement, HiFluor488, 10 min; 390,000 compounds, 0.009% hits; active = well fitted inhibition curve with a large enough effect in the polarisation, with a control signal flat, not every such curve was filed as active; inconclusive = small, poorly fitted or top-dose-only effect, or effect the other way, or a change in a side signal; inactive = no such curve, though single readings can be large or run the other way; the % refers to the polarisation; note: potency is the fitted concentration of half-maximal effect; % is set by controls: 0 for no effect and ±100 for the full control effect
# Target sequence (Q13526 whole entry, looked up): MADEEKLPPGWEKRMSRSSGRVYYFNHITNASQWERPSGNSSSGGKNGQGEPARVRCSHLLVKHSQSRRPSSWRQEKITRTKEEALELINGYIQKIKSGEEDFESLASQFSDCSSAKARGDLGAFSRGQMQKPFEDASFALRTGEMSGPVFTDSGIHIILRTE
# D2 agonist: HTS Assay for Allosteric Agonists of the Human D2 Dopamine Receptor: Primary Screen for Agonists; D(2) dopamine receptor (Homo sapiens), P14416; HEK293 T-REx D2 cells, calcium flux agonist mode; activation, % at 2 µM; 340,000 compounds, 0.53% hits; AID 485358, 2010;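 active = activation over 3 SD above normal in the single-dose calcium agonist read, cut at about 30% in these data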; note: 0% is about no effect
#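 Agonism is scored from calcium flux in a force-coupled, inducible HEK293 cell line expressing D2, read kinetically for 180 s after compound addition against dopamine controls.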
# TRHR agonist: qHTS for Small Molecule Agonists and Allosteric Enhancers of Human TRH Receptor: Primary Screen for Agonists | Thyrotropin-releasing hormone receptor (Homo sapiens), P34981 | TRHR cells, calcium flux fluo-8, FDSS agonist mode | activation, % at 2 µM | 360,000 compounds, 0.18% hits | AID 493084, 2011; in the data active = activation above about 30%; note: 0% is about no effect
#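 TRHR-expressing cells loaded with fluo-8 calcium dye; 23 nL library compound pin-transferred, kinetic FDSS fluorescence (Ex 480/Em 530) recorded about 180 s for agonist-induced calcium release, before a 10 nM TRH EC20 addition for potentiator mode.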
# * = called active by the depositor; u = inconclusive; x = not tested or not shown; [ ] = dose if it differs, or a comment. Unless noted, calls come from the whole dose curve; as a rule, active = well fitted inhibition curve with a large enough effect; inconclusive = small, poorly fitted or top-dose-only effect; inactive = no such curve, though single readings can be large or run the other way. Only part of the results is shown; rates above refer to the full screens.
SMILES,rTrxR1 inhibitor,D2 antagonist,USP1 inh,TRHR enhancer,mIDH1 inhibitor,TrxR1 substrate,Pin1 inhibitor,D2 agonist,TRHR agonist
CCOc1ccc(-n2c(=O)c3c(C)c(C)sc3n(Cc3ccc(C(C)(C)C)cc3)c2=O)cc1,10%,x,-24%,-1,-20%,-3%,u,0.4,0.8
CCOC(=O)C1=C(O)c2ccccc2C(=O)/C1=C\c1ccc(CC)cc1,10µM*,-15,u,16,12%,-19%,-5%,1.3,2.5
Cc1ccc(NC(=O)COC(=O)CCn2c(C)csc2=O)cc1S(=O)(=O)N1CCOCC1,18%,-23,-14%,7,2%,-1%,1%,-0.3,0.2
Cc1cccc(N2CC(C(=O)Nc3nnc(SCc4ccccn4)s3)CC2=O)c1 (stereo unspecified),-11%,-14,-18%,-3,-8%,-2%,u,0.6,0.1
Cc1cc(C)c2c(CC(=O)NNC(=O)c3ccccc3)coc2c1,17%,-17,-20%,0,5%,3%,-14%,-1.6,-1.2
Cc1cccc(NC(=S)NNC(=O)c2ccco2)c1,4%,x,-3%,1,12%,8%,-13%,x,-0.3
O=C(O)c1ccccc1C=NNc1ccc([N+](=O)[O-])cn1,-20%,x,-11%,x,-12%,-19%,2%,x,x
COc1ccc(C(=O)OCC(=O)Nc2ccc3c(c2)OCO3)cc1S(=O)(=O)N1CCOCC1,5%[57.1 µM],-1,-5%,2,6%,8%,8%,0.2,0.0
Cc1ccc(N/N=C/c2c(O)cc(C)oc2=O)cc1,5%[57.1 µM],x,-17%,5,4%,-7%[57.1 µM],12%,x,0.7
Oc1cc(-c2ccc(N3CCCCC3)nc2)cc2cccnc12,1%,x,x,18,x,16%,5%,x,-0.2
Cc1cc(NC(=O)CCCN2C(=O)/C(=C/c3cccs3)SC2=S)no1,4%,-18,-15%,0,3%,-8%,0%,-1.2,-0.6
CN(C)CCCNS(=O)(=O)c1ccc(N2CCC(c3ccc(Cl)cc3)=N2)cc1,x,-17,x,4,x,x,x,2.2,0.3
Cc1c(OCC(=O)N2CCC(C(=O)O)CC2)ccc2c3c(c(=O)oc12)CCCC3,7%,12,0%,6,-5%,167%[activator],1%,0.1,0.6
Cc1c(N2C(=O)/C(=C/c3ccc(N(C)C)cc3)N(C)C2=S)c(=O)n(-c2ccccc2)n1C,-32%,x,u,x,0%,-19%,u,x,x
COc1ccc(N(CCCN2C(=O)c3cccc4cccc(c34)C2=O)C(=O)c2cccc(OC)c2)cc1,12%[57.1 µM],-3,-24%,-2,-1%,-4%,8%,0.9,0.8
CCCCC(=O)N(CCOC)c1nnc(-c2cccnc2)s1,20%[11.4 µM],11,-20%,2,-1%,8%[57.1 µM],-12%,-0.8,-0.9
COc1ccc(/C=C(/NC(=O)c2ccccc2)C(=O)N/N=C/c2ccncc2)cc1,0%,-14,-9%,1,11%,-6%,-5%,-0.3,-0.2
COc1cc(NC(=O)C2CCCN(c3ncccn3)C2)cc(OC)c1 (stereo unspecified),12%[57.1 µM],12,-7%,7,-1%,7%[57.1 µM],4%,0.4,0.0
Cc1nc2cc(Nc3ccncc3)ccc2s1,1%,-13,-10%,-1,13%,-7%,-5%,0.9,2.0
O=C(c1cccc(Cl)c1)N1CCC(c2nc3ccccc3o2)CC1,13%,x,-10%,4,5%,-3%,5%,-0.3,0.0
CCCCCCC1NC(C(=O)O)CS1 (stereo unspecified),27%,-15,-11%,-2,4%,-7%,-5%,-0.5,0.4
COc1cc(/C=C2\SC(=S)N(NS(=O)(=O)c3ccc(C)cc3)C2=O)ccc1O,-13%,24,-26%,-5,-22%,-5%,u,15,36*
Cc1onc(-c2ccccc2)c1C(=O)Nc1ccnn1C1CCCCC1,12%,-7,-4%,-3,-6%,3%,-4%,0.5,-0.3
COc1ccc(CCNC(=O)CN2CCC(C)CC2)cc1OC,21%,4,-4%,-6,1%,3%,-19%,0.4,0.2
COc1ccc(NC(=O)CSc2nnc(Cc3ccc(C)cc3)c(=O)n2N)cc1OC,-8%,2,-17%,7,7%,-9%,-2%,-0.8,-1.6
COc1ccc(N(Cc2ccccc2)S(=O)(=O)c2ccc(C)cc2)cc1,4%[57.1 µM],-10,-9%,-5,5%,-2%[57.1 µM],-3%,1.2,1.4
CCOC(=O)N1CCN(S(=O)(=O)c2ccc3c(c2)CC(C)N3C(C)=O)CC1 (stereo unspecified),26%,10,-10%,-2,5%,-1%,-4%,4.2,0.0
COc1ccc2nc(SCC(=O)N3CCCCC3)c(C#N)cc2c1,6%[11.4 µM],7,-1%,-4,20%,9%,4%,-0.4,0.3
Nc1nc(CSCc2ccccc2)nc(N2CCOCC2)n1,-7%[11.4 µM],2,-7%,11,1%,-8%[11.4 µM],6%,-1.2,-1.2
COc1ccc(-c2ccc(CNCCCSc3nnnn3C)o2)cc1Cl,17%,x,-2%,-4,-1%,-2%,1%,1.9,1.0
CC(C)c1ccccc1NC(=S)NCC1(N(C)C)CCCCC1,5%,x,-9%,-3,-1%,4%,-4%,x,-0.2
COC(=O)C1=C(C)NC(=S)NC1c1sccc1C (stereo unspecified),13%[57.1 µM],3,-25%,1,0%,7%[57.1 µM],4%,0.6,0.6
CNc1nc(N)c([N+](=O)[O-])c(Nc2cccc(F)c2)n1,19%[57.1 µM],3,-13%,5,2%,7%[57.1 µM],-1%,14,-0.1
CC1=C(C(=O)Nc2ccccc2)C2(CCCCC2)C(C#N)=C(S)N1,-28%[57.1 µM],-5,0%,-3,-2%,3%[57.1 µM],20%,-0.8,0.1
COc1ccc(NC(=O)c2ccc(NC(=O)CN3CCN(c4ccccc4)CC3)cc2)cc1,9%,x,-22%,x,6%,5%,-5%,x,x
O=C(N/N=C/C=C/c1ccccc1)c1ccc(Br)cc1,9%[57.1 µM],11,-9%,-6,11%,1%[57.1 µM],u,-0.5,1.0
COc1ccc(/C=N/Nc2ncccc2[N+](=O)[O-])c(OC)c1,20%[57.1 µM],-20,-20%,13,14%,-11%,0%,-0.9,0.5
CCOC(=O)c1nn(-c2ccccc2)c(=O)c(C#N)c1C,3%,20,-5%,0,11%,4%,7%,0.5,-0.2
CC1Nc2ccccc2C(=O)N1NS(=O)(=O)c1ccccc1 (stereo unspecified),-16%,-31,-16%,0,4%,29%,-2%,0.9,-0.7
COc1ccc(N(C)S(=O)(=O)c2cccc(C(=O)NC3CCCCC3C)c2)cc1 (stereo unspecified),25%[57.1 µM],29,-17%,-6,-2%,-7%,2%,1.6,1.0
CCOC(=O)c1ccc(-n2cc(C(=O)c3cccnc3)nn2)cc1,4%,5,-13%,-6,0%,4%,0%,0.1,1.3
CC(=O)Nc1ccc(-c2nn[nH]n2)cc1Cl,-4%,-2,-16%,1,-1%,0%,-6%,0.3,-0.6
N/C(=N\NC(=O)c1cccs1)c1cc2cc(Cl)ccc2oc1=O,26%[57.1 µM],-3,-12%,0,-17%,11%[57.1 µM],-1%,2.6,0.9
Cc1ccccc1-n1c(=O)c2ccccc2n2cnnc12,11%,-6,-18%,9,3%,8%,0%,0.5,0.1
CC(/C=C/c1ccco1)=N\NC(=O)C(O)c1ccccc1 (stereo unspecified),18µM*,3,-14%,-6,6%,-13%,10%,0.7,0.4
Cc1ccc(-c2nnn(CC(=O)N(Cc3ccccc3)C(C(=O)NC3CCCC3)c3ccncc3)n2)o1 (stereo unspecified),0%,1,-9%,6,1%,-3%,6%,0.4,0.5
Cc1ccccc1-c1nc(CS(=O)(=O)CC(=O)NCCCN2CCCC2)c(C)o1,20%[57.1 µM],-12,-21%,16,-6%,9%[57.1 µM],6%,-1.2,0.1
COc1ccc(OCc2cc(C(=O)N(C)C3CCOCC3)no2)c2ccccc12,45%,-3,u,-1,21%,10%,7%,1.0,-0.2
O=C(O)C1=NN(c2c(F)c(F)cc(F)c2F)C(=O)CC1,4%[57.1 µM],x,-9%,18,1%,3%[57.1 µM],-1%,x,0.2
COc1ccc(NC(=O)c2ccc(C)cc2Cl)c([N+](=O)[O-])c1,-4%[57.1 µM],0,-5%,4,2%,-6%,0%,0.9,-0.4
COc1ccc(-c2noc(C3CCCN(S(=O)(=O)c4cccc(Cl)c4C)C3)n2)cc1OC (stereo unspecified),17%,-10,-12%,-1,2%,-1%,3%,1.3,0.6
CCN(CC)c1ccc(C2C(C(=O)OC)=C(C)NC(C)=C2C(=O)OC)cc1,2%,8,-18%,5,-10%,23%,0%,0.3,-1.7
O=C(O)c1cccc(-n2cccc2/C=C\[N+](=O)[O-])c1,u,8,-14%,3,1%,-4%[57.1 µM],x,-0.4,1.8
CCCCN1C(=O)C2NN=C(C(=O)OC)C2C1=O (stereo unspecified),-6%,6,-10%,3,-9%,5%[57.1 µM],-2%,-1.1,-0.4
